# INS-1E GSIS act = GLuc luminescence reporter in INS-1E cells, primary screen for activators of glucose-dependent secretion of insulin | INS-1E GLuc reporter insulin secretion, 2-3 h | actives 0.61% (n = 370,000) | activation, % at 16.6 µM;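 active = lowest replicate activation of at least 40%, so every replicate reaches that level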;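 note: 0% = median of neutral control wells and 100% = median of IBMX positive control wells; some compounds called inactive have numbers as strong as hits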
# ERAP1 inh = inhibitors of human ERAP1 aminopeptidase; recombinant ERAP1, Leu-AMC fluorescence, 60 min; actives 0.15% (n = 340,000); inhibition, % at 10.7 µM; Q9NZ08;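 active = mean replicate inhibition of at least 30%, or all replicates individually reaching that 30% level; inactive = mean below 30% and not every replicate reaching it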;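 note: 0% = neutral control wells and 100% = L-leucinethiol positive control wells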
# Target sequence (Q9NZ08 whole entry, looked up): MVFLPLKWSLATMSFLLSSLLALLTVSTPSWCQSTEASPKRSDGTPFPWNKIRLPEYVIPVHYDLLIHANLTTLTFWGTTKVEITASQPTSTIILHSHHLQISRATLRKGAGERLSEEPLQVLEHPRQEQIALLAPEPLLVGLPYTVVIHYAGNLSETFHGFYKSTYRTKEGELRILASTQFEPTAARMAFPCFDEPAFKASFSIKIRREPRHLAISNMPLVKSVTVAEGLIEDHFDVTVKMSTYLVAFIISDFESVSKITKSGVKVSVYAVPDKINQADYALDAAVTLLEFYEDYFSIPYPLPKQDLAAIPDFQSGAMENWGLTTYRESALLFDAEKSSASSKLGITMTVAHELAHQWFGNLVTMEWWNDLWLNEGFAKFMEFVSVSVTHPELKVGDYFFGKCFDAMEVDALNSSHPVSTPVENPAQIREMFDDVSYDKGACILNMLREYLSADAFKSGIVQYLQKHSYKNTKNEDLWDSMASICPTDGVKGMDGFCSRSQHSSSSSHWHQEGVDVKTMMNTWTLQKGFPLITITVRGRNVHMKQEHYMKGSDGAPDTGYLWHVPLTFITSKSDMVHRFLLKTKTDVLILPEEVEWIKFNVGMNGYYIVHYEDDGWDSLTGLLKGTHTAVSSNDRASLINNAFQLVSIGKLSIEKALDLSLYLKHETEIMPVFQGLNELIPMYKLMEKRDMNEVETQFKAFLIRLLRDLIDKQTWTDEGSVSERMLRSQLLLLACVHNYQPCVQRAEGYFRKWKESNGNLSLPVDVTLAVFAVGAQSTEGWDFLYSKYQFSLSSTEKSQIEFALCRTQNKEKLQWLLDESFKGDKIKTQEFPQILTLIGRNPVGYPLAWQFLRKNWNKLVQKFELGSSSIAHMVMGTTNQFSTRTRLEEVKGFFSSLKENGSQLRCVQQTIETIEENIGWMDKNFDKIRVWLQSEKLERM
# esBAF inh = SWI/SNF esBAF complex inhibition; mouse ES cells, Bmi1-luciferase knock-in reporter, 24 h; 100% = twice the neutral-well signal; reporter increase, % at 12.5 µM; actives 2% (n = 350,000); AID 602393; in the data active = activation above about 40%;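 note: 0% = median of the plate's neutral control wells and 100% = double that signal; a rise in the Bmi1 reporter signal indicates esBAF inhibition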
# RAD54 branch = RAD54 (human) branch migration inhibition; Q92698; inhibition, % at 10.4 µM; actives 0.14% (n = 360,000); RAD54 Holliday junction branch migration, FAM/BHQ fluorescence; AID 602329;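 active = mean normalized replicate activity at least 40 and at least half of replicates scoring 40 or more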;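 note: 0% = median of neutral control wells and 100% = median of positive control wells; inhibitors cause a drop in the FAM fluorescence signal; in these data hits start at about 50%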
# CFTR F508del cor = CFTR F508del correction in bronchial cells | activity (quench increase), % at 7.58 µM | CFBE cells, YFP halide quenching; stimulated with forskolin plus potentiator P3; % fluorescence drop versus neutral controls | AID 720511 | actives 0.36% (n = 350,000);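 active = mean added fluorescence quench of at least 8% versus neutral control, with both replicates also reaching 8%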;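 note: cells transiently co-express mutant CFTR-F508del with the halide-sensitive YFP; corrector assay measuring rescue of mutant channel to the surface after 24 h compound exposure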
# RAD52 anneal inh = RAD52 (human) annealing inhibition; P43351; recombinant RAD52 DNA annealing, FRET fluorescence; inhibition, % at 18.7 µM; actives 0.46% (n = 360,000);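 active = every replicate showing at least 50% inhibition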
# ARNT TACC3 PPI = disruptors of human ARNT/TACC3 interaction; Q9Y6A5; AlphaScreen His-ARNT PAS-B/GST-TACC3 binding, luminescence; TACC3 fragment carries E629A point mutation; inhibition, % at 9.99 µM; actives 0.66% (n = 390,000);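 active = mean inhibition of replicates at least 50% and at least half of replicates each reaching 50%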;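 note: 0% = complete ARNT plus TACC3 wells and 100% = ARNT alone without TACC3; many hits fall short of the cut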
# XiGFP reactiv = reactivates the inactive X chromosome in mouse fibroblasts. XiGFP mouse fibroblasts, % GFP-positive cells imaging, 3 d; cells co-treated with 5-aza-dC sensitizer; scaled so ellipticine positive control = 100%. AID 743238. activation, % at 7.58 µM. actives 0.055% (n = 360,000);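 active = mean normalized replicate activation at least 10% and every replicate at or above 10%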;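 note: 0% = median of on-plate neutral control wells and 100% = ellipticine 6 µM median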
#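 System: 68-5-11 XiGFP fibroblast line | Buffer or medium: DMEM containing 5-aza-dC | Compound: Single point | Times: Compounds 3 days, fix/stain 15 min at room temperature | Benchmarks: Positive control ellipticine, 6 µM final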
# * = called active by the depositor; . = no result given; & = joins results of further samples.
SMILES,INS-1E GSIS act,ERAP1 inh,esBAF inh,RAD54 branch,CFTR F508del cor,RAD52 anneal inh,ARNT TACC3 PPI,XiGFP reactiv
CC(C)CN1C(=O)CN(S(C)(=O)=O)CC1(C)C(=O)Nc1ccc2c(c1)OCCO2 (stereo unspecified),6,-4,.,.,2.7,-9,.,0.6
CCCOc1ccccc1/C=C1\SC(N)=NC1=O,-28,1,1,0,-2.4,-10,-5,0.3
COc1cccc(CNC(=O)CCC2CCCN(c3cc(C)nc(N(C)C)n3)C2)c1 (stereo unspecified),-25,-1,2,2,-0.6,0,-28,0.0
CCON1C(=O)C2(CCCCC2)C(=O)C12C=CCCC2 (stereo unspecified),-1,-2,.,.,1.8,8,-4,0.0
C[C@@H]1CN([C@H](C)CO)C(=O)c2cc(NC(=O)CCC(F)(F)F)ccc2O[C@@H](C)CCCCO[C@H]1CN(C)Cc1ccc(Cl)c(Cl)c1,-10,-4,6,0,-0.8,8,-2,0.0
O=S(=O)(NC[C@H]1[C@@H](c2ccccc2)[C@H](CO)N1CC1CC1)c1ccccc1,2,-3,0,-4,1.4,-14,3,-0.1
CCOC(=O)CSC1=C(C#N)C(c2ccc(C)o2)CC(=O)N1 (stereo unspecified),29,0,-5,-2,5.5,-17,-4,0.3
O=C(O)c1cccc(Nc2nc3ccccc3nc2NS(=O)(=O)c2ccc(F)cc2)c1,-8,0,-2,-6,-2.7,-29,-4,-0.4
N/C(=N\OS(=O)(=O)c1ccc(Cl)cc1)c1ccncc1,10,-2,-3,1,-2.3,-8,-4,.
CCn1ccnc1CN1CCCCC1C(=O)Nc1ccc(Oc2cccnc2)cc1 (stereo unspecified),-2,2,-4,5,-0.1,-8,12,0.0
CN1CCN(C(=O)C[C@@H]2C=C[C@@H](NS(=O)(=O)c3cccc(F)c3)[C@@H](CO)O2)CC1,-5,0,-9,2,-1.9,5,.,-0.7
CCOc1ccc(Cl)cc1S(=O)(=O)N1CCC(C(=O)N2CCCC2)CC1,24,-2,-10,1,-0.5,-7,17,0.3
COc1ccc(CNCc2cccc(Cl)c2)cc1,-5,-2,.,-2,.,-16,-3,0.2
CCCCN1CCNC1=S,-1,2,-6,3,-0.8,-4,-5,0.0
CCOc1ccc(Br)cc1C1=CC(=O)C[C@H](c2ccc(OC)cc2)C1,-7,-2,-8,0,-0.8,-12,-3,0.4
CCCCNC(=O)CCCn1c(=O)c2ccccc2n(CC(=O)NCCC2=CCCCC2)c1=O,-36,.,4,8,.,.,-4,.
COC(=O)c1ccc(COc2cccc3c2OC(C)(C)C3)cc1,-8,1,12,-10,3.2,10,-17,-0.1
CC(C)Sc1nc2c(c(=O)[nH]c(=O)n2C)n1C,29,.,2,-10,.,.,-1,.
C[C@@H]1CCCCO[C@H](CN(C)C(=O)C2CCCCC2)[C@@H](C)CN([C@H](C)CO)C(=O)c2cc(NC(=O)CCC(F)(F)F)ccc2O1,5,-7,-3,6,0.2,0,-4,0.2
CCn1ccnc1C(O)c1cccc(OC)c1OC (stereo unspecified),1,-1,-5,5,-2.2,48,-13,0.4
COc1ccc([C@H]2C[C@H](n3cc(COC(=O)c4ccccc4)nn3)[C@@H](O)CN2C(=O)C2CCCCC2)cc1,-9,7,-6,3,-0.3,-13,.,0.2
O=C(/C=C/c1ccc(-c2ccccc2)cc1)NCc1cccnc1,0,-1,32,-1,1.9,-14,.,0.1
CC(=O)N1CCN(c2ccc([N+](=O)[O-])cc2C#N)CC1,14,5,-6,-2,2.0,-12,-2,-0.1
C[C@H]1CN([C@@H](C)CO)C(=O)c2cc(N(C)C)ccc2O[C@H]1CN(C)S(=O)(=O)c1cccs1,4,4,-8,-9,-1.4,-3,0,-0.1
Cc1ccc(C)c(OCC(=O)Nc2ccccc2N2CCCC2)c1,-29,0,-5,-5,-1.9,-7,1,0.4
O=C(C1CCOCC1)N1C[C@@H]2N[C@H](C1)C2c1ccc(-c2cccc(F)c2)cc1 (stereo partly specified),-2,-1,.,.,-1.1,7,.,0.0
Cc1ccc(N/C(N)=N/c2nc(C)cc(C)n2)cc1,23,.,.,-1,.,.,-3,0.2
O=C(NCCc1ccc(Cl)cc1)c1ccc(CS(=O)Cc2ccc(Cl)cc2)o1 (stereo unspecified),-67,3,4,-1,0.0,3,7,0.0
CN(C)C(=O)c1ccc(-c2ccc3c(c2)[C@@H]2[C@@H](CCN2Cc2ccc4c(c2)OCO4)[C@@H](CO)N3)cc1,3,1,16,-2,2.4,-60,2,0.0
O=C(C[C@@H]1CC[C@@H](NS(=O)(=O)c2ccc(F)cc2)[C@@H](CO)O1)NC1CCC1,-13,-1,-4,1,1.0,12,5,-0.4
COc1ccc(C(C)=O)cc1Cn1c(C)c(C(=O)NCC(C)C)sc1=O,7,.,14,1,2.4,-23,.,0.0
COc1ccc(/C(C)=N/NC(=O)c2ccncc2)cc1,27,0,0,-9,2.3,-9,47*,0.0
C[C@H](CO)N1C[C@H](C)[C@@H](CN(C)C(=O)c2cc(Cl)cc(Cl)c2)OCc2ccccc2-c2ccccc2C1=O,2,-3,.,.,0.1,15,.,-0.1
CCn1cc(S(=O)(=O)c2ccc(C)cc2)[nH]c1=O,17,-3,.,.,0.2,14,-18,0.0
Oc1c(/C=C/C=C/C=Nc2ccccc2)sc(=S)n1Cc1ccccc1,.,0,.,2,-0.8,-23,.,0.0
O=C(NCC1CCCCC1)c1cccc(S(=O)(=O)NCc2cccnc2)c1,6,-2,.,.,1.7,-17,-1,0.3
CCOC(=O)C(=CNc1nc(-c2ccc3ccccc3c2)cs1)C(=O)OCC,5,-2,32,-6,0.5,-8,-7,0.0
Cc1cc(C(=O)CSc2nnc(N)s2)c(C)n1C1CC1,-5,14,35,-11,-0.4,-5,0,0.3
O=C(Nc1cccc(F)c1)N1CC(=O)N2[C@H](CO)[C@H](c3ccc(-c4ccccc4)cc3)[C@@H]2C1,2,-2,.,.,-1.9,-3,.,0.0
CO[C@H]1CN(C)C(=O)c2ccc(NS(=O)(=O)c3cn(C)cn3)cc2OC[C@@H](C)N(CC2CC2)C[C@H]1C,4,1,-9,-4,3.0,17,18,0.4
NC(=O)/C(=C\c1ccco1)NC(=O)c1ccco1,23,2,1,-9,1.4,-7,.,0.0
CC(C)(C)OC(=O)NCCCCCNC(=O)c1[nH]cnc1C(=O)Nc1ccon1,26,0,8,-1,-0.4,-10,1,0.0
Cc1ccc(S(=O)(=O)N2CCCCC2)cc1NC(=O)CSc1nncn1-c1ccccc1,-11,0,.,.,0.1,-5,.,0.1
Cc1ccc(C2=NOC(=O)/C2=C\c2ccccc2)cc1,.,5,.,-14,1.9,-33,-9,0.1
NC(=O)c1ccc(NCC2CCCO2)c([N+](=O)[O-])c1 (stereo unspecified),21,-2,4,-9,-0.3,-16,32,0.5
Cc1onc(-c2ccccc2)c1C(=O)OCCOc1ccccc1F,1,-3,9,1,-0.5,-7,-14,0.0
CN1c2ccc(Br)cc2[C@H]2[C@H](CCN2C(=O)Cc2ccccc2)[C@H]1CO,-28,1,3,8,2.5,-5,-10,0.2
C[C@@H]1CCCCO[C@H](CN(C)Cc2ccc3c(c2)OCO3)[C@@H](C)CN([C@@H](C)CO)C(=O)c2cc(NC(=O)c3ccccc3)ccc2O1,-30,-1,-1,-1,0.9,13,-1,-1.0
CCOc1ccc(NC(=O)Cc2ccccc2)c([N+](=O)[O-])c1,-5,.,.,1,.,.,3,-0.1
CCCC12C(=O)C(C)(C(c3ccccc3)=C1c1ccccc1)C1C(=O)N(c3ccc(C)cc3)C(=O)C12 (stereo unspecified),5,5,.,.,.,-1,-8,0.0
CN(C)S(=O)(=O)c1cccc(-c2nnc3n2CCCCC3)c1,1,-1,7,.,-1.2,6,-1,0.0
COc1cc(/C=N/NC(=O)c2ccc(CN3C(=O)c4cccc5cccc3c45)cc2)cc(OC)c1O,24,.,4,-2,-14,-8,2,-0.2
CC(C)c1ccc(NC(=O)COC(=O)c2nn(C)c(=O)c3ccccc23)cc1,0,0,1,4,-3.2,-3,-14,0.3
O=C(Nc1ccccc1C(F)(F)F)C1CCN(C(=O)c2cccs2)CC1,10,-4,-6,3,0.3,-4,7,-0.1
CCS(=O)(=O)N1CCCCN2[C@H](CO)[C@H](c3ccc(-c4ccc(C#N)cc4)cc3)[C@@H]2C1,7,23,3,1,5.7,-44,-4,0.3
Cn1ccnc1CC(C)(O)c1ccccc1 (stereo unspecified),.,-1,-7,1,-0.6,5,.,-0.1

# Quoted from above, 2 compounds:
SMILES,INS-1E GSIS act,ERAP1 inh,esBAF inh,RAD54 branch,CFTR F508del cor,RAD52 anneal inh,ARNT TACC3 PPI,XiGFP reactiv
CCOc1ccc(NC(=O)Cc2ccccc2)c([N+](=O)[O-])c1,-5,.,.,1,.,.,3,-0.1
CCCC12C(=O)C(C)(C(c3ccccc3)=C1c1ccccc1)C1C(=O)N(c3ccc(C)cc3)C(=O)C12 (stereo unspecified),5,5,.,.,.,-1,-8,0.0

# (more compounds)
SMILES,INS-1E GSIS act,ERAP1 inh,esBAF inh,RAD54 branch,CFTR F508del cor,RAD52 anneal inh,ARNT TACC3 PPI,XiGFP reactiv
C=CCNC(=O)[C@@H]1[C@H]2C(=O)O[C@H](c3ccccc3)[C@H](c3ccccc3)N2[C@H](c2ccc(O)cc2)[C@@]12C(=O)Nc1ccc(C#CC3=CCCCC3)cc12,.,3,.,5,-4.2,-3,3,.
CCc1ccc(C2C(=O)c3ccccc3C2=O)cc1,11,0,.,0,-0.1,6,2,0.2
Cc1ccc(Nc2nnc(SCC(=O)c3ccc(O)cc3O)s2)cc1,-6,1,2,0,2.1,-13,-1,.
C[C@H](CO)N1C[C@H](C)[C@H](CN(C)C(=O)Nc2cccc3ccccc23)OCCCC[C@H](C)Oc2ccc(NS(=O)(=O)c3ccc(F)cc3)cc2C1=O,6,-3,3,0,-1.6,34,-2,-0.1
CCOC(=O)Cc1csc(NC(=O)c2sc3nc4cc(C)ccc4cc3c2N)n1,9,-1,.,.,.,-481,-3,-0.3
COc1ccc(CN(C)C[C@@H]2Oc3ccc(NC(=O)Nc4ccccc4)cc3CC(=O)N([C@H](C)CO)C[C@@H]2C)cc1,-19,-5,-7,14,-5.2,4,15,0.4
C[C@@H]1CN([C@@H](C)CO)C(=O)c2cc(NC(=O)Nc3ccc4c(c3)OCO4)ccc2O[C@@H]1CN(C)Cc1ccc(Cl)c(Cl)c1,-21,2,7,0,-0.4,6,23,0.0
CC(C)(C)c1ccc(-c2nn(CCC#N)cc2/C=N/O)cc1,6,-1,5,5,-4.4,6,-8,0.3
COc1ccc(-c2ccc3c(c2)[C@@H]2[C@@H](CCN2Cc2ccccc2F)[C@H](CO)N3)cc1,16,1,.,.,2.9,42,.,0.1
C[C@@H]1CN([C@@H](C)CO)S(=O)(=O)c2ccc(C#Cc3cccc(F)c3)cc2O[C@H]1CN(C)S(=O)(=O)c1cn(C)cn1,-6&-5,-3&-1&-2,4&1&0,-3&-3&1,2.4&1.7&0.6,-2&-1&20,-9&-9,0.1
CCCNC(=O)[C@H]1[C@H](CO)[C@H]2Cn3c(cccc3=O)[C@@H]1N2Cc1cccc(Cl)c1,10,0,0,-25,2.3,8,-3,0.1
CC(C)O/N=C1\C(=O)N(c2ccccc2)c2ccccc21,-4,2,-9,7,-2.0,-3,5,0.4
CC1C/C(=C/c2cccn2C)C(=O)/C(=C/c2cccn2C)C1 (stereo unspecified),-30,.,1,-41,.,.,2,.

# Source: PubChem BioAssay
